Growth percent in the NCI-60 one-dose screen (48 h, 10 µM unless noted): 100 = growth as untreated, 0 = no growth, -100 = all killed.
786-0 = 786-0 renal cancer cells. hit rate 5.1% among 81,000. AID 1794775
SK-OV-3 = SK-OV-3 ovarian cancer cells | hit rate 3.2% among 80,000
SN12C = SN12C renal cancer cells; AID 1794767; hit rate 3.8% among 81,000
UO-31 = UO-31 renal cancer; hit rate 5.2% among 81,000; AID 1794768
TK-10 = TK-10 renal cancer cells; hit rate 3.9% among 81,000
ACHN = ACHN renal cancer; hit rate 4.9% among 81,000
IGROV1 = IGROV1 ovarian cancer; hit rate 4.7% among 79,000
RXF 393 = RXF 393 renal cancer cells. hit rate 6.9% among 77,000. AID 1794773
* marks the source's active call; other numbers are inactive results; . = no result given; & = joins results of further samples. The calls were made as follows: active = growth percent below 10; inactive = the rest.

SMILES | 786-0 | SK-OV-3 | SN12C | UO-31 | TK-10 | ACHN | IGROV1 | RXF 393
Cc1nn(-c2ccccc2)c(N2CCOCC2)c1/C=C/C(=O)c1ccccc1 | 96 | 85 | 87 | 71 | . | 80 | 85 | 86
O=C(CCCCCCN1CC(=O)N2[C@@H](c3ccc(C(F)(F)F)cc3)c3[nH]c4ccccc4c3C[C@H]2C1=O)NO | 94 | 77 | 76 | 63 | 114 | 87 | 61 | 96
CCCCOC(=O)c1ccc(C(C)C)cc1 | 95 | 90 | 102 | 92 | . | 104 | 100 | 112
O=C(O)c1cn(C2CC2)c2cc(N3CCN(C(=O)CN4C(=O)S/C(=C/c5cccc6ccccc56)C4=O)CC3)c(F)cc2c1=O | 100 | . | 94 | 80 | 136 | 100 | 88 | 102
COc1ccc(NS(=O)(=O)N2CCCCC2)cc1 | 109 | 100 | 93 | 76 | 102 | 104 | 110 | 105
COc1ccc(C(=O)C[n+]2ccccc2C)cc1 | 97 | 118 | 102 | 77 | 92 | 98 | 104 | 119
COc1ccc(-c2nn(-c3ccccc3)cc2/C=C2\SC(=Nc3ccc(C)cc3)NC2=O)cc1 | 101 | 112 | 95 | 90 | 102 | 104 | 98 | 101
CC(OC1CCCCO1)C1CCC2C3CCC4=CC(=O)CCC4(C)C3CCC12C (centres undefined) | 86 | 82 | 89 | 100 | 114 | 107 | 108 | 107
O=c1oc2ccccc2cc1C1=NN(c2ccccc2)C(c2cn(-c3ccccc3)nc2-c2ccccc2)C1 (centres undefined) | 112 | 83 | 88 | 67 | 132 | 85 | 70 | 108
OCCN1CCN(c2ncnc3[nH]ccc23)CC1 | 85 | 110 | 99 | 86 | 77 | 105 | 98 | 105
CCCCCCC(C)OC(=O)Nc1cccc2ccccc12 (centres undefined) | 93 | . | 99 | 66 | 111 | 96 | 88 | 90
CCC(CC)C(O)(C(=O)O)C(CC)CC | 93 | 106 | 99 | 95 | 94 | 111 | 106 | 119
COc1cc(C2=NN(C(C)=O)C(c3ccc(OC(C)=O)cc3)O2)c(OC(C)=O)c2ccccc12 (centres undefined) | 102 | 106 | 100 | 61 | 162 | 84 | 83 | 108
COc1cc(/C=C2\SC(=O)N(Cc3ccc(-c4ccccc4C#N)cc3)C2=O)cc(OC)c1OC | 105 | 88 | 92 | 68 | 106 | 92 | 70 | 101
COc1cccc(CCC(=O)c2cc3c(N)c(C(=O)Nc4ccccc4)sc3nc2C)c1 | 50 | 57 | 35 | 35 | 71 | 56 | 34 | .
CCCCNc1nc(SC)nc(-c2cccc(N)c2)c1C#N | 106 | 100 | 93 | 77 | 132 | 96 | 92 | 103
CC(C)n1cnc2c(Cl)ncnc21 | 116 | 95 | 98 | 89 | 111 | 106 | 110 | 156
Cc1cccc2cc(-c3cc4ccccc4[nH]3)c(=O)oc12 | 99 | 94 | 95 | 62 | 163 | 95 | 61 | 110
COc1ccc(Cl)cc1NC(=O)c1cc2c([nH]1)-c1nc(N)sc1CC2 | 97 | 90 | 103 | 85 | 104 | . | 115 | 117
Fc1ccc(-c2cnnn2-c2nonc2-n2cccc2)cc1 | 119 | 92 | 91 | 61 | . | 88 | 96 | 103

12 consecutive compounds from above, for reference:
SMILES | 786-0 | SK-OV-3 | SN12C | UO-31 | TK-10 | ACHN | IGROV1 | RXF 393
O=c1oc2ccccc2cc1C1=NN(c2ccccc2)C(c2cn(-c3ccccc3)nc2-c2ccccc2)C1 (centres undefined) | 112 | 83 | 88 | 67 | 132 | 85 | 70 | 108
OCCN1CCN(c2ncnc3[nH]ccc23)CC1 | 85 | 110 | 99 | 86 | 77 | 105 | 98 | 105
CCCCCCC(C)OC(=O)Nc1cccc2ccccc12 (centres undefined) | 93 | . | 99 | 66 | 111 | 96 | 88 | 90
CCC(CC)C(O)(C(=O)O)C(CC)CC | 93 | 106 | 99 | 95 | 94 | 111 | 106 | 119
COc1cc(C2=NN(C(C)=O)C(c3ccc(OC(C)=O)cc3)O2)c(OC(C)=O)c2ccccc12 (centres undefined) | 102 | 106 | 100 | 61 | 162 | 84 | 83 | 108
COc1cc(/C=C2\SC(=O)N(Cc3ccc(-c4ccccc4C#N)cc3)C2=O)cc(OC)c1OC | 105 | 88 | 92 | 68 | 106 | 92 | 70 | 101
COc1cccc(CCC(=O)c2cc3c(N)c(C(=O)Nc4ccccc4)sc3nc2C)c1 | 50 | 57 | 35 | 35 | 71 | 56 | 34 | .
CCCCNc1nc(SC)nc(-c2cccc(N)c2)c1C#N | 106 | 100 | 93 | 77 | 132 | 96 | 92 | 103
CC(C)n1cnc2c(Cl)ncnc21 | 116 | 95 | 98 | 89 | 111 | 106 | 110 | 156
Cc1cccc2cc(-c3cc4ccccc4[nH]3)c(=O)oc12 | 99 | 94 | 95 | 62 | 163 | 95 | 61 | 110
COc1ccc(Cl)cc1NC(=O)c1cc2c([nH]1)-c1nc(N)sc1CC2 | 97 | 90 | 103 | 85 | 104 | . | 115 | 117
Fc1ccc(-c2cnnn2-c2nonc2-n2cccc2)cc1 | 119 | 92 | 91 | 61 | . | 88 | 96 | 103

2 entries from above, field by field.
SMILES: CCCCNc1nc(SC)nc(-c2cccc(N)c2)c1C#N
  786-0: 106	SK-OV-3: 100	SN12C: 93	UO-31: 77	TK-10: 132	ACHN: 96	IGROV1: 92	RXF 393: 103
SMILES: CC(OC1CCCCO1)C1CCC2C3CCC4=CC(=O)CCC4(C)C3CCC12C (centres undefined)
  786-0: 86	SK-OV-3: 82	SN12C: 89	UO-31: 100	TK-10: 114	ACHN: 107	IGROV1: 108	RXF 393: 107

Next compounds.
SMILES | 786-0 | SK-OV-3 | SN12C | UO-31 | TK-10 | ACHN | IGROV1 | RXF 393
CC1(C)C(=O)CC[C@@]2(C)[C@@H]3CC[C@@](O)(C(C)(C)O)C=C3CC[C@H]12 | 102 | 102 | 96 | 89 | 102 | 100 | 101 | 114
Nc1ccc(NC(=O)c2cccc(N)c2)cc1 | 101 | 103 | 100 | . | 123 | 98 | . | .
COc1ccc(-c2nnc(SCC(=O)N3CCN(c4cc5c(cc4F)c(=O)c(C(=O)O)cn5C4CC4)CC3)n2-c2ccccc2)cc1 | 65 | 87 | 46 | 85 | 83 | 99 | 61 | 89
COc1ccc(-c2nc(SCC(C)C)nc(NN)c2C#N)cc1 | 87 | 75 | 84 | 62 | 97 | 61 | 70 | 84
CC12CCC3c4ccc(O)cc4CCC3C1CCC2O (centres undefined) | 104 | 111 | 98 | 78 | 110 | 104 | 99 | 112
COc1cc(C2SCC(=O)N2c2ccc(C)cc2)cc(OC)c1OC (centres undefined) | 100 | 109 | 105 | 102 | 103 | 96 | 109 | 119
COc1ccc(-c2cn(-c3ccc(Cl)cc3)c(SCC(=O)c3ccc(F)cc3)n2)cc1 | 53 | 91 | 86 | 78 | 83 | 86 | 85 | 98
CCCCNC(=O)c1[nH]cc(-c2ccccc2)c1-c1cc(OC)c2c(c1OC)OCO2 | 101 | 97 | 98 | 88 | 113 | 93 | 89 | 86
CCCCC(CCCCCC(CCCC)NCc1ccc2c(c1)OCO2)NCc1ccc2c(c1)OCO2 (centres undefined) | -100* | -100* | -93* | -100* | -88* | -100* | -100* | -93*
N#Cc1nc(-c2ccc(Cl)cc2)oc1N1CCC(S(=O)(=O)N2CCOCC2)CC1 | 94 | 119 | 94 | 73 | 113 | 100 | 90 | 100
N#Cc1c(-c2cccs2)cc(-c2cnccn2)nc1SCC(N)=O | 68 | 70 | 79 | 66 | 90 | 77 | 77 | 44
O=C1C=C(C(O)c2ccccc2O)C(=O)c2ccccc21 (centres undefined) | 113 | 96 | 101 | 75 | 119 | 93 | 90 | 107
CCc1ccc(C2CC(c3ccc4c(c3)OCO4)=NN2c2ccc(S(N)(=O)=O)cc2)cc1 (centres undefined) | 69 | 98 | 73 | 51 | 83 | 74 | 94 | 65
Cc1ccc(-c2cc(-c3ccccc3)n(-c3ccccc3)n2)cc1 | 93 | 105 | 107 | 79 | 99 | 95 | . | .
N=C(N)c1ccc(OCCCCCOc2ccc(C(=N)N)cc2)cc1 | 65 | 87 | 44 | 50 | 72 | . | 77 | 88
C#Cc1ccc(-n2c(/C=C/c3cccc(OC(F)(F)F)c3)nc3ncccc3c2=O)cc1 | 96 | 106 | . | 59 | 116 | 91 | 107 | 88
CS(C)(NC(N)=O)OS(=O)(=O)O | 112 | 108 | 117 | 98 | 113 | 114 | 135 | 105
O=C(O)c1c(O)ccc2ccccc12 | 114 | 104 | 103 | 77 | 87 | 113 | 106 | 109
CCOc1ccc(C2N(c3cc(OC)c(OC)c(OC)c3)C(=O)C2(F)F)cc1 (centres undefined) | 65 | 72 | 51 | 52 | 103 | 55 | 38 | 54
CC(=O)c1ccc(N2C(=O)[C@H]3CC=CC[C@H]3C2=O)cc1 | 108 | 101 | 95 | 80 | 95 | 102 | 111 | 107
c1ccc(Cc2nc3ccccc3s2)cc1 | 122 | 118 | 113 | 54 | 105 | 97 | 69 | 111
Cc1ccc2nc(Cl)c(/C=C/C(=O)c3ccc(N)cc3)cc2c1 | 107&120 | 117&158 | 104&101 | 87&88 | 107&122 | 107&100 | 111&109 | 105&108
CCCCc1cc(C)ccn1 | 98 | 95 | 104 | 93 | 93 | . | 106 | 96
c1ccc(NP2(Nc3ccccc3)=NP(Nc3ccccc3)(Nc3ccccc3)=NP(Nc3ccccc3)(Nc3ccccc3)=N2)cc1 | 54 | 95 | 79 | . | 94 | 55 | 93 | 52
Cn1c(COC(=O)NCCN2CCOCC2)nc2c(N3CCOCC3)nc(-c3ccccc3)nc21 | -84* | 78 | -81* | -100* | -79* | -100* | -93* | .
O=c1ccn(C2OC(CO)C(O)C2Cl)c(=O)[nH]1 (centres undefined) | 99 | 96 | 100 | 91 | 100 | 98 | 99 | 114
Brc1ccc(Br)nn1 | -81* | . | -77* | -40* | -78* | 2.7* | -78* | -90*
COc1cccc(C(=O)C(CCC#N)c2ccccc2)c1 (centres undefined) | 93 | 118 | 98 | 91 | 108 | 110 | 105 | 129
CC(C)(C)c1ccc(NCc2cn(-c3ccc(C(=O)O)cc3)nc2-c2ccccc2)cc1 | 103 | 100 | 88 | 86 | 97 | 89 | 97 | 96
O=c1c2c(=NCCCN3CCCC3)cc3c(=O)n(CCCN4CCCC4)c(=O)c4c(NCCCN5CCCC5)cc(c(O)n1CCCN1CCCC1)c2c4-3 | -14* | -6.7* | 10 | -35* | 13 | -31* | -30* | -68*
CC(C)C[C@@H]1N[C@@]2(C(=O)Nc3ccccc32)[C@@H](c2ccc(F)cc2)[C@@H]1C(=O)c1ccc(O)cc1 | 93 | 108 | 97 | 58 | 120 | 80 | 53 | .
Nc1ccc(C2c3ccccc3Oc3ccccc32)cc1 | 105 | 98 | 99 | 82 | . | 98 | 92 | .
Cc1cc[n+](CCC(N)=O)cc1 | 104 | 100 | 101 | 92 | 99 | 106 | 113 | 117
Cc1ccc(NC(=O)N[C@@H](Cc2cc(F)cc(F)c2)C(=O)N[C@@H]2C(=O)N3CCC[C@H]3C(=O)N3CCCC[C@H]3C(=O)N[C@@H](C)C(=O)N3C[C@H](C)C[C@H]3C(=O)O[C@H]2C)cc1 | 28 | . | 18 | 25 | 48 | 24 | 46 | 29
NNC(=O)CSc1nc2scc(-c3ccccc3)c2c(=O)n1-c1ccccc1 | 87 | 120 | 101 | 76 | 178 | 103 | 102 | -50*
CS(=O)(=O)c1ccc(C(=O)N=Nc2c(O)[nH]c3ccc([N+](=O)[O-])cc23)cc1 | 103 | 119 | 101 | 92 | 111 | 112 | 107 | 117
COc1ccc(C(=O)/C=C/c2cccs2)c(O)c1 | 97 | 108 | 93 | 76 | 109 | 98 | 107 | 99
C=C(C)[C@@H]1CC[C@]2(C(=O)O)CC[C@]3(C)[C@H](CC[C@@H]4[C@@]5(C)CC/C(=N\OCCC#N)C(C)(C)[C@@H]5CC[C@]43C)[C@@H]12 | 86 | 93 | 73 | 76 | 113 | 81 | 99 | .
Oc1ccc(Cl)c2cccnc12 | 105&101&105 | 101&110&105 | 100&99&67 | 87&76&78 | 109&128 | 101&99&134 | 105&76 | 110&104&75
CCC(C)N(C)c1ccc(N(C)C(C)CC)cc1 (centres undefined) | 105 | 99 | 97 | 106 | 110 | 108 | 201 | 141
CCC(=O)OC1CC(C)=C2C(=O)C=C(C)[C@@H]2[C@H]2OC(=O)[C@H](C)[C@H]12 (some centres undefined) | 96 | 105 | 105 | 86 | 99 | 108 | 105 | 102
C=C1C(=O)O[C@@H]2C[C@@H](C)/C=C\C(=O)[C@](C)(OC(C)=O)C[C@H](OC(=O)/C(C)=C\C)[C@@H]12 | -63* | 81 | . | -89* | -61* | -75* | -20* | -88*
Cc1ccc(-n2nnc(C3=NCCc4c3[nH]c3ccc(Cl)cc43)c2C)cc1 | 78 | 87 | 82 | 58 | 79 | 57 | 90 | 102
COc1cc(C2C=C(C(=O)O)Nc3nc(SC)[nH]c(=O)c32)cc(OC)c1OC (centres undefined) | 102 | 119 | 121 | 116 | 117 | 114 | 116 | 121
Cc1ccccc1NC(=S)Nc1ccccc1O | 120 | 93 | 109 | 78 | 124 | 114 | 107 | 102
CCOc1cc(CC(=O)N[C@@H](CC(C)C)c2ccccc2N2CCCCC2)ccc1C(=O)O | 109 | 116 | 98 | 87 | 107 | 94 | 110 | 111
COc1ccc(/C=C2\CN(C)CC3C2=NN(c2ccc(S(N)(=O)=O)cc2)C3c2ccc(OC)c(OC)c2)cc1OC (centres undefined) | 89 | 102 | 97 | 62 | 121 | 95 | 88 | .
CCOC(=O)Cc1ccc(OC)cc1 | 100 | 113 | 109 | 100 | 93 | 110 | . | 111
O=C1CCC23OC=CC2C2(Nc4ccccc4NC2=O)c2c(Cl)cccc2N13 (centres undefined) | 100 | 97 | 106 | 65 | 106 | 102 | 93 | 117
CCCN1C2CCC1/C(=C\c1ccc(OC)cc1)C(=O)/C2=C/c1ccc(OC)cc1 | 85 | 79 | 75 | 56 | 86 | 82 | 82 | 92
CC(C)C1=CC2=CC[C@@H]3[C@](C)(CCC[C@@]3(C)C(=O)OCC#Cc3ccc([N+](=O)[O-])cc3)[C@H]2CC1 | 92 | 90 | 89 | 73 | 102 | 95 | 87 | 76
Nc1ccc(CCCl)cc1 | 107 | 99 | 98 | 69 | 91 | . | 90 | 111

Screening data as filed in PubChem BioAssay.
